14-3-3 PPI = modulators of human 14-3-3 gamma - Raf peptide interaction | P61981 | FP, 14-3-3gamma / TMR-pS259-Raf peptide binding | inhibition, % at 40 µM | 160,000 tested, 0.19% active; in the data active means inhibition above about 30%;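 further: 0% = protein plus tracer without compound and 100% = blank with tracer alone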
Target sequence (P61981 whole entry, looked up): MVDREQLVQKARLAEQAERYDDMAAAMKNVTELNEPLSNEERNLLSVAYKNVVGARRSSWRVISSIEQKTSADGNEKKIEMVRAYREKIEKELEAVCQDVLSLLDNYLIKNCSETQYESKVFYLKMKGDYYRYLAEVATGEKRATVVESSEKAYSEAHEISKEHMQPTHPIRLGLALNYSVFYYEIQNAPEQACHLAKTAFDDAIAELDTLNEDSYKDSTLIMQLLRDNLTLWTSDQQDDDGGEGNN
* = called active by the depositor; & = joins results of further samples.

SMILES | 14-3-3 PPI
Nc1nc(C(F)(F)F)nn1C(=O)CCCCCN1C(=O)c2ccccc2C1=O | 2
NC(=O)c1c(NC(=O)COc2ccccc2[N+](=O)[O-])sc2c1CCCC2 | -30
CCn1c(SCC(=O)Nc2ccccc2F)nc2c(c1=O)SC(C)C2 (centres undefined) | 4&-2
Cc1cc(N2C(=O)C(=O)/C(=C(/O)c3ccccc3)C2c2cccc(Br)c2)no1 (centres undefined) | -4
CC(C)C1=CC23CCC4C(C)(C(=O)O)CCCC4(C)C2CC1C1C(=O)N(c2ccc(C(=O)O)cc2)C(=O)C13 (centres undefined) | -18
Clc1ccc(SCCCN2CCCCC2)cc1 | -1
Cc1ccc(-c2nn(C)c(=O)c3ccccc23)cc1S(=O)(=O)N1CCOCC1 | 0&-1
O=C(Nc1ccc(Br)cc1)N1CCCCCCC1 | -8
c1csc(CSc2nc3ccccc3s2)c1 | -2
O=C(CN(Cc1ccco1)C(=O)CCC(=O)Nc1ccccn1)NCCc1ccccc1 | -3
O=C(Cc1n[nH]c(=O)c2ccccc12)OCC(=O)c1ccc2c(c1)OCCO2 | -7
Oc1ccccc1C=Nc1cc(C(F)(F)F)ccc1N1CCCC1 | 1
COc1ccc(C2C(C(=O)Nc3cccc(C)n3)CCC(=O)N2c2ccc(OC)cc2)cc1 (centres undefined) | 8
CCc1c(O)nc(SCC(=O)Nc2ccccc2)n(-c2ccccc2)c1=O | -8
Cc1ccc(N(C(=O)c2ccccc2)C2CS(=O)(=O)CC2OC(=O)c2ccccc2)cc1 (centres undefined) | 11
COc1cccc(CN2CCNC(=O)C2CC(=O)O)c1OC (centres undefined) | 0
CCC1CCc2nc3sc(C(=O)NCc4ccc(C)cc4)c(N)c3cc2C1 (centres undefined) | 3
CCOC(=O)C(C)Sc1nc2c(c(=O)[nH]c(=O)n2C)n1C (centres undefined) | 4
Cc1ccc(C)c(-c2csc(Nc3ncccn3)n2)c1 | -1
O=C1CC(N2CCCc3ccccc32)C(=O)N1c1ccccc1 (centres undefined) | -1
NC(=O)c1ccsc1NC(=O)C1CC1 | 2
CN1CCc2c(n(CC(O)CN3CCN(CCO)CC3)c3ccccc23)C1=O (centres undefined) | 2
O=C(CSC1=Nc2ccccc2C2=NC(Cc3ccccc3)C(=O)N12)c1ccc(Cl)cc1 (centres undefined) | -10
CCOC(=O)C1=C(C)Nc2nnnn2C1c1ccc(OCc2ccc(C)cc2)cc1 (centres undefined) | 2
CC(=O)c1coc2ccc(OCC(=O)O)cc12 | 1

Ordered by the number under 14-3-3 PPI (highest first): 3 of the compounds above
SMILES | 14-3-3 PPI
Oc1ccccc1C=Nc1cc(C(F)(F)F)ccc1N1CCCC1 | 1
COc1cccc(CN2CCNC(=O)C2CC(=O)O)c1OC (centres undefined) | 0
O=C(CSC1=Nc2ccccc2C2=NC(Cc3ccccc3)C(=O)N12)c1ccc(Cl)cc1 (centres undefined) | -10

Carrying on:
SMILES | 14-3-3 PPI
O=C(c1ccc(S(=O)(=O)N2CCOCC2)cc1)N(c1ccc(F)cc1)C1C=CS(=O)(=O)C1 (centres undefined) | 9
CCC(C)NC(=O)c1cc(-c2ccc3c(c2)OCO3)on1 (centres undefined) | -1
O=C(Nc1ncc([N+](=O)[O-])s1)c1cccc(Br)c1 | -39
Fc1ccccc1-c1nc(N2CCCCC2)c2ccccc2n1 | -10
CCOC(=O)c1ccccc1NC(=O)c1cccc(OC)c1 | -4
COC(=O)C1=CN(Cc2cccs2)C=C(C(=O)OC)C1c1ccc(OC)cc1OC | 4
C=CCOC(=O)C1=C(C)N=C2SC(C)C(=O)N2C1c1ccc(C(C)(C)C)cc1 (centres undefined) | -27
Cc1nc(N2C(=O)C(=O)/C(=C(/O)c3ccccc3)C2c2ccco2)sc1C (centres undefined) | -13
CCOC(=O)C(C)Oc1ccc(C2NC(=O)NC(C)=C2C(C)=O)cc1Br (centres undefined) | 3
O=C(c1ccc(-c2ccccc2)cc1)N1CCC(Cc2ccccc2)CC1 | -8
CCOc1ccc(-c2cn(-c3ccc(C)cc3)c(SCC(=O)Nc3ccccc3)n2)cc1 | -2
CCOC(=O)CCn1c2nc(C)cc(C)c2c(=O)n1-c1ccccc1 | -10
CCOC(=O)N1CCN(C(=O)CCn2nc(-c3ccccc3)ccc2=O)CC1 | 5
O=C(Oc1ccc(OCc2ccccc2)cc1)c1ccccc1 | -5
CC(=O)NCc1ccc2c(c1)cc(C)n2C | -4
CC(=O)N1CCN(c2ccc3ccccc3n2)CC1 | -5
CCCCNC(=O)C1CCN(C(=O)C2CCN(S(=O)(=O)c3ccc(C)cc3)CC2)CC1 | -4
Cc1ccc(Cl)cc1NC1SC(=O)N(c2ccccc2)C1=O (centres undefined) | 1
CCCc1cc(C(=O)Nc2sc3c(c2C#N)CCC3)no1 | 5
Cn1c(SCCOc2ccc(Cl)cc2)nnc1-c1ccncc1 | -11
COc1cc2c(cc1OC)C(c1ccccc1)CN(CC(=O)c1ccc(Br)cc1)C2 (centres undefined) | -22
COc1cccc(C(=O)N2CCC(C(=O)Nc3cc(C)cc(C)c3)CC2)c1 | 4
Cc1ccc(-c2ccc(S(=O)(=O)N3CCN(C)CC3)cc2)cc1 | 0
O=C(c1cc(=O)c2ccccc2o1)N1CCCc2ccccc21 | -3
COc1ccc(CCNC(=O)c2cnc3scc(C)n3c2=O)cc1OC | 2

Continuation.
SMILES | 14-3-3 PPI
Cc1cccc(N(CC(=O)NC2CCCCC2)S(C)(=O)=O)c1C | -8
CC(Sc1ccccn1)C(=O)Nc1ccccc1 (centres undefined) | 0
CCC1=NN(S(=O)(=O)c2ccc(C)cc2)C(O)(C(F)(F)F)C1 (centres undefined) | -4
CCc1cc2c(ncn3cnnc23)s1 | 6
CCOC(=O)c1c(CC(C)C)csc1NC(=O)c1cccc(N2C(=O)CCC2=O)c1 | 1
Cc1ccc(C2CC(c3ccc(NS(C)(=O)=O)cc3)=NN2C(=O)C2CCCCC2)cc1 (centres undefined) | -37
CCCCn1c(SCn2nnc3ccccc3c2=O)nc2cc(C(=O)OC)ccc2c1=O | -3
CCNc1nc(NC#N)nc(SCC(=O)OCC)n1 | -9
Nc1c(S(=O)(=O)Cc2ccc(Cl)cc2)sc2nc3c(cc12)CCCC3 | -72
Cc1nc(-c2cccc(N)c2)cs1 | -3
Cc1ccc(S(=O)(=O)n2c([N+](=O)[O-])cnc2C)cc1C | -5
CCOc1ccc(Cn2c3ccccc3c3nc4ccccc4nc32)cc1 | -1
CC1=C(C(=O)N2CCCCC2)C2(CCC(C)CC2)OC1=O (centres undefined) | -7
c1coc(C2CC(c3cccs3)Nc3ncnn32)c1 (centres undefined) | -14
O=C(Nc1nc2ccc(C(=O)N3CCOCC3)cc2s1)c1cccs1 | -19
CC1=C(C(=O)Nc2ccc(C)cn2)C(c2ccccc2C)C2=C(CC(C)(C)CC2=O)N1 (centres undefined) | -15
Cc1ccc(S(=O)(=O)N=C(CN2CCCC2)N2CCCC2)cc1 | -6
CC(=O)NCCn1ccc2ccccc21 | -12
CCn1c(SCc2nnc(-c3ccccc3)o2)nnc1-c1ccc(S(=O)(=O)N2CCCC2)cc1 | -12
CCc1ccccc1NC(=O)COc1ccc(Br)cc1 | 2
CCOC(=O)C1=CN(C)C=C(C(=O)OCC)C1c1ccc2c(c1)OCO2 | -6
CCCC12CN3CC(CCC)(CN(C1)C3c1ccc(Br)cc1)C2=O (centres undefined) | 10
CCOC(=O)C1C(=O)C=C(c2ccc(C)cc2)CC1c1cc(OC)ccc1OC (centres undefined) | 6
COC(=O)CCn1cc(F)c(N)nc1=O | 10
O=C(CSc1nnc(CNc2ccc(F)cc2)n1Cc1ccccc1)NCc1ccco1 | -1

More results follow:
SMILES | 14-3-3 PPI
CCc1nnc(NC(=O)CSc2ncc(-c3ccccc3)n2C)s1 | -2
CCCc1ccc(Oc2coc3cc(O)ccc3c2=O)cc1 | -4
O=C(Cn1c(CC(=O)N2CCCC2)nc2ccccc21)NCc1ccccc1 | 3
O=C(Nc1cccc(C(F)(F)F)c1)c1oc(=O)c2ccccc2c1-c1ccccc1 | -13
Cc1ccc(S(=O)(=O)CCC(=O)Nc2cc(C)ccn2)cc1 | -1
CCc1ccc(NC(=O)N(CCN2CCOCC2)C2CCN(C(C)=O)CC2)cc1 | -10&0
O=C(NC1CCCC1)c1c(O)c2cccc3c2n(c1=O)CCC3 | -6
COCCOC(=O)C1=C(C)N=c2s/c(=C\c3cccs3)c(=O)n2C1c1cccs1 (centres undefined) | -15
O=C(COc1ccc(Br)cc1)Nc1ccc2oc(-c3ccncc3)nc2c1 | -54
CCOc1cccc(-c2nnc(SCC(=O)Nc3ccc(OC)c(OC)c3)n2N)c1 | -1
Cc1cc(/N=C/N(C)C)on1 | -3
Cc1ccc(-n2nc3c(c2NC(=O)c2ccc(S(=O)(=O)N4CCCC4)cc2)CSC3)cc1 | -3
CCCCCCOC(=O)C1=C(C)NC(=O)NC1c1cc2c(cc1Br)OCO2 (centres undefined) | 3
O=C(Nc1ccccc1C(=O)N1CCOCC1)C1CC(=O)N(C2CCCC2)C1 (centres undefined) | -4
COCc1cc(C)nc2sc(C(=O)Nc3cccc(C)c3)c(N)c12 | 13
COc1ccc(C(=O)Nc2ccccc2C(=O)Nc2ccccc2C(=O)O)cc1 | -10
COc1ccc(NC(=O)C2CCN(S(=O)(=O)c3ccc(OC)c(OC)c3)CC2)cc1OC | 0
N#Cc1ccsc1NC(=O)CSc1ncnc2ccccc12 | -37
CCc1ccc(NS(=O)(=O)c2ccc3[nH]cc(C(=O)NC4CCC(C)CC4)c(=O)c3c2)cc1 (centres undefined) | -10
CCCOc1ccc(C(=O)Nc2ccc(N(C)C)cc2)cc1 | -3
CCOc1ccc(C2/C(=C(/O)c3ccc(Cl)cc3)C(=O)C(=O)N2CCCN(C)C)cc1OC (centres undefined) | 0
O=C(O)C1CCCCC1C(=O)NCCCCc1ccccc1 (centres undefined) | -5
CCc1c(C)nc(N2CCOCC2)[nH]c1=O | 0
Cc1ccc(CCNC(=O)CC(C)(C)CC2=NS(=O)(=O)c3ccccc3N2)cc1 | -1
CC1=CC(C)C2(CO)COC(c3ccccc3)C1C2C (centres undefined) | -11

(continued)
SMILES | 14-3-3 PPI
Cc1cc(C)nc(SCSc2nc(C)cc(C)n2)n1 | 2
COc1ccc(C2=NN(c3nc(-c4ccc(OC)c(F)c4)cs3)C(c3ccco3)C2)cc1 (centres undefined) | -29
COc1cc(Cl)ccc1NC(=O)Cn1nc([N+](=O)[O-])c(Br)c1C | -1
O=C(NCCCN1CCN(c2ccc(F)cc2)CC1)c1cccn2c(=O)c3ccccc3nc12 | -2
CC[n+]1ccc(C)c(CCOC(C)=O)c1 | 1
CC1=NN(C(=O)c2sc3cccc(Cl)c3c2Cl)C(O)(C(F)(F)F)C1 (centres undefined) | -2
CCc1nnc(NC(=O)c2cc3ccccc3oc2=O)s1 | -4
COc1ccccc1NC(=O)CCCn1c(=S)[nH]c2ccccc2c1=O | -6
Cc1ccc2c(C(=O)CN3CCCC3)c(C)[nH]c2c1 | -12
CCn1c(CNc2ccc(F)cc2)nnc1SCCN1CCCCC1 | -8
O=C(NCCCn1ccnc1)c1cc2ccccc2oc1=O | -3
CCOc1cc2c(cc1OCC)C(c1ccc(Br)cc1)OC(=O)C2 (centres undefined) | -23
Cc1c(C(=O)N2CCCC2)sc(NC(=O)c2cccs2)c1C#N | -4
COc1ccc(-c2cc(=Nc3cccc(C(F)(F)F)c3)c3cc(O)ccc3o2)cc1 | -3
Cn1c(=O)cc(SCC(=O)NCCN2CCN(c3ccccc3F)CC2)c2cc(Cl)ccc21 | -4
CCCCNC(=O)c1c(N)n(/N=C/c2cccnc2)c2nc3ccccc3nc12 | 3
COc1ccc(OCc2nn3c(Cn4cnc5ccccc54)nnc3s2)cc1 | 4
O=C(Nc1ccc(-c2nnco2)cc1)c1ccccc1 | -9
CC(=O)Nc1ccc(N=Cc2c(O)c(C(=O)Nc3ccccc3)cc3ccccc23)cc1 | 174*
O=C(CCN1C(=O)COc2ccccc21)NCCCN1CCCC1 | -11
O=C(Nc1ccc(N2CCCC2)c(Cl)c1)c1ccco1 | -6
COc1cc2nc(=S)n3c(c2cc1OC)NC(CCC(=O)NCCc1ccc(Cl)cc1)C3=O (centres undefined) | -8
O=C(c1cc(-c2ccc(Br)cc2)nc2ccccc12)N1CCOCC1 | -8
CCCS(=O)(=O)N1CCN(CC2CC3C=CC2C3)CC1 (centres undefined) | 0
CCc1ccc(NC(=O)CSc2nc3c(c(-c4ccco4)c2C#N)CCCC3)cc1 | -25

Structural class: those above containing a CF3 group.
SMILES | 14-3-3 PPI
Nc1nc(C(F)(F)F)nn1C(=O)CCCCCN1C(=O)c2ccccc2C1=O | 2
Oc1ccccc1C=Nc1cc(C(F)(F)F)ccc1N1CCCC1 | 1
CCC1=NN(S(=O)(=O)c2ccc(C)cc2)C(O)(C(F)(F)F)C1 (centres undefined) | -4
O=C(Nc1cccc(C(F)(F)F)c1)c1oc(=O)c2ccccc2c1-c1ccccc1 | -13
CC1=NN(C(=O)c2sc3cccc(Cl)c3c2Cl)C(O)(C(F)(F)F)C1 (centres undefined) | -2
COc1ccc(-c2cc(=Nc3cccc(C(F)(F)F)c3)c3cc(O)ccc3o2)cc1 | -3

Additional structures
SMILES | 14-3-3 PPI
COc1ccc2nc(SCC(=O)NC(C)(C)C)[nH]c2c1 | -5
C=CCN1C(=Nc2cccnc2)SCC1(O)c1ccc(C)cc1 (centres undefined) | 6
CNC(=O)CN(c1ccc(C(C)C)cc1)S(C)(=O)=O | -5
CCn1c(=O)c(C)nn2c3ccccc3nc12 | 4
N[C@H](C(=O)O)c1cc(O)cc(O)c1 | -7
CCSc1ccccc1C(=O)NCc1ccc2c(c1)OCO2 | 0
CCCC1=NN(C(=O)c2ccc(C(C)(C)C)cc2)C(O)(C(F)(F)F)C1 (centres undefined) | -2
Cc1nn(-c2ccccc2)c2sc(C(=O)NCCN3CCOCC3)cc12 | -10

Gathered by group, those above containing a nitro group on carbon.
SMILES | 14-3-3 PPI
NC(=O)c1c(NC(=O)COc2ccccc2[N+](=O)[O-])sc2c1CCCC2 | -30
O=C(Nc1ncc([N+](=O)[O-])s1)c1cccc(Br)c1 | -39
Cc1ccc(S(=O)(=O)n2c([N+](=O)[O-])cnc2C)cc1C | -5
COc1cc(Cl)ccc1NC(=O)Cn1nc([N+](=O)[O-])c(Br)c1C | -1

Screens (PubChem)

An excerpt. The share of hits here may be higher or lower than overall.
